# High-throughput results: PubChem BioAssay, several laboratories
# Keap1 Nrf2 FP: disrupts human Keap1 binding to Nrf2 peptide; actives 0.15% (n = 340,000); Q14145; Keap1 Kelch-Nrf2 peptide fluorescence polarization, 1536-well; inhibition, % at 9.4 µM; in the data active = inhibition above about 12%;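 also: human Keap1 Kelch domain with fluorescein labeled Nrf2 9mer peptide probe; 0% = neutral control wells and 100% = peptide positive control; higher means more block of Keap1 binding to Nrf2 peptide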
# cardiac RTF act: increases calcium sensitivity of human cardiac regulated thin filaments; actives 0.24% (n = 340,000); activation, % at 7.2 µM; IANBD-labeled TnC RTF fluorescence at EC20 calcium; 0% EC20 calcium, 100% full calcium;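 active = activation above the mean over all tested compounds plus 3 SD, cut at about 30% in these data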;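 also: rise in fluorescence read as greater calcium sensitivity of cardiac thin filaments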
# DAGLB inh: diacylglycerol lipase beta (human) inhibition. Q8NCG7. HEK293T DAGLB membrane lysate, EnzChek fluorogenic substrate. inhibition, % at 5.17 µM. actives 0.059% (n = 340,000). AID 504411; in the data active = inhibition above about 34%;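 also: 0% = enzyme with vehicle and 100% = wells lacking enzyme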
# Target sequence (Q8NCG7 whole entry, looked up): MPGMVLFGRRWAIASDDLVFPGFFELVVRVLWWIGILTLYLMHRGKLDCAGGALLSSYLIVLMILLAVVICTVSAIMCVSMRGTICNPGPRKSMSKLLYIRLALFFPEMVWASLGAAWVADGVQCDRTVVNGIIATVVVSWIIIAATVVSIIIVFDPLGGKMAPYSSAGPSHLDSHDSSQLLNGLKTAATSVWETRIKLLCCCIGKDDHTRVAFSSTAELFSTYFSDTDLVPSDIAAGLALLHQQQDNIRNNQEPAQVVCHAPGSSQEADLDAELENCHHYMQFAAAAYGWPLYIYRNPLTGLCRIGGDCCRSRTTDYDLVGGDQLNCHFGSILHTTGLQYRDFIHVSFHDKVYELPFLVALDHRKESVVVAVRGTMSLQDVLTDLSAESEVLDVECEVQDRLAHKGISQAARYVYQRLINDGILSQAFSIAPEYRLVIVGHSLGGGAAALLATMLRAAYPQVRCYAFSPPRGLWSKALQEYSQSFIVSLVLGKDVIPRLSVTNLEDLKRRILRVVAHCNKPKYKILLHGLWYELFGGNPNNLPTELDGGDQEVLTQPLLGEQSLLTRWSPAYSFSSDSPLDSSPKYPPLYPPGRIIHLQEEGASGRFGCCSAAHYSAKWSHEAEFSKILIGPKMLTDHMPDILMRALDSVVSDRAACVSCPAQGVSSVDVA
# RTF Ca sens inh: cardiac RTF calcium desensitization; IANBD-labeled cardiac RTF, Ca2+ fluorescence; inhibition, % at 7.15 µM; actives 0.12% (n = 340,000);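 active = inhibition above the mean inhibition of all tested compounds plus 3 SD, cut at about 17% in these data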;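 also: assay run at fixed EC70 calcium of 1.6 mM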
# CAL PDZ FP-1: blocks peptide binding to human CAL PDZ domain. AID 504414. actives 0.02% (n = 330,000). inhibition, % at 20 µM. purified CAL PDZ, TMR-peptide fluorescence polarization, 1 h. Q9HD26;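 active = highest replicate inhibition of at least 40%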;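 also: plate controls were DMSO neutral control wells for no effect and unlabeled competitor peptide control wells for full effect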
#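 Material – purified CerCALP PDZ construct · Detection – FP readout, S and P plane fluorescence · Measure – percent inhibition from loss of millipolarization · Controls – unlabelled peptide for full inhibition, DMSO wells as neutral · Probe or stimulus – TMR-labelled reporter peptide T*-PRC34 bound in PDZ groove · Times – 1 h at RT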
# SR-BI DiI-HDL act: activators of SR-BI mediated HDL lipid uptake; CHO ldlA[mSR-BI] cells, DiI-HDL uptake fluorescence, 3 h; 100 = double the neutral-control signal; activation, % at 12.5 µM; actives 0.096% (n = 320,000); AID 504775;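 active = mean replicate activation of at least 60% and every replicate at or above 60%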;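 also: 0% = median plate neutral-control signal and 100% = twice that signal; values of inactives mirror those of a sister screen read the other way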
#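 System: CHO ldlA[mSR-BI] cells / Medium: HEPES-buffered (25 mM, pH 7.4) F12 plus 0.5% BSA / Probe or stimulus: labelled HDL, 10 µg/mL / Doses: single compound concentration, delivered by pin transfer / Schedule: 3 h, 37 °C / Measured by: DiI fluorescence, bottom read / Measure: cell-associated DiI fluorescence as measure of HDL uptake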
# C-LANA FP: inhibitors of KSHV LANA C-terminal domain DNA binding; actives 0.078% (n = 340,000); inhibition, % at 9 µM; AID 504423; MBP-C-LANA/FAM-LBS DNA binding, fluorescence polarization;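 active = highest replicate inhibition at or above 60% at 9 µM, even if other replicates fall short; inactive = all replicates below 60% inhibition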;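 also: 0% = neutral control wells and 100% = 4 µM acridine orange control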
# PKA-R2B activ: activates the human PKA-R2B holoenzyme complex. actives 0.079% (n = 340,000). P22694+P31323. PKA-R2B holoenzyme dissociation, Cy5-IP20 fluorescence polarization; R2B truncated from residue 108, S112A mutant; 0% DMSO only, 100% 113 µM cGMP. activation, % at 11.4 µM. AID 504700;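 active = activation above a cutoff set at the mean over all compounds plus 3 SD, cut at about 18% in these data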;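 also: higher means more holoenzyme dissociation and a rise in polarization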
# Rtt109 Vps75: inhibitors of Candida albicans Rtt109/Vps75 histone acetyltransferase. actives 0.16% (n = 330,000). Q5AAJ8. purified Rtt109/Vps75, ThioGlo CoA-SH fluorescence, 4 h. inhibition, % at 34.9 µM;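 active = inhibition of at least 50% in every replicate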
# Target sequence (Q5AAJ8 whole entry, looked up): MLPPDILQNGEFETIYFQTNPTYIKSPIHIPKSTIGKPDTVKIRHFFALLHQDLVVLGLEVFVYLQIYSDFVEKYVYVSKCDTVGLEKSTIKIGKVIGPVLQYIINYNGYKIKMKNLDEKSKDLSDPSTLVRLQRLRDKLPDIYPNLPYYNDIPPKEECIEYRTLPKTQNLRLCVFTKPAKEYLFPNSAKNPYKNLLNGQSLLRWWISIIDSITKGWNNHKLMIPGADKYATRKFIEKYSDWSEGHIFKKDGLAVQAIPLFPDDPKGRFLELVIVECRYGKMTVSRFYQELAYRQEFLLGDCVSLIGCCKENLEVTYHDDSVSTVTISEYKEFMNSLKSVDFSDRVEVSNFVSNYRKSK
# CAL PDZ FP-2: inhibitors of human CAL PDZ peptide binding; purified CAL PDZ, TMR-peptide fluorescence polarization, 1 h; actives 0.92% (n = 300,000); inhibition, % at 24.9 µM; Q9HD26; AID 602252;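 active = mean inhibition of at least 30% with at least half of replicates also reaching 30%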;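 also: 0% = DMSO neutral control and 100% = excess unlabeled competitor peptide PRC23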
# Numbers without * were called inactive; / = no result given.
structure	DAGLB inh	CAL PDZ FP-1	RTF Ca sens inh	C-LANA FP	SR-BI DiI-HDL act	Keap1 Nrf2 FP	Rtt109 Vps75	PKA-R2B activ	CAL PDZ FP-2	cardiac RTF act
CCc1sc(C(=O)Nc2ccc3nc(C)sc3c2)cc1C	-6	-7.2	-6	3.0	-67	-7	-29	-2	-1	1
O=C(CCNC(=O)C1CCN(S(=O)(=O)c2ccccc2)CC1)NCc1ccccc1Cl	3	-1.7	-9	0.3	-4	-5	19	-4	-4	-1
Cc1ccc(S(=O)(=O)N[C@H](C(=O)OCC(=O)NC(=O)c2cccn2C)C(C)C)cc1	1	0.5	-2	0.1	-6	1	13	-7	-4	-3
O=C(NNC(=O)C12CC3CC(CC(C3)C1)C2)c1csc(N2CCOCC2)n1	1	-0.5	6	1.6	6	6	-4	-14	-1	14
COCCn1c(N)c(NCc2ccccc2)c(=O)[nH]c1=O	-1	-1.2	-10	15	-2	2	-12	2	-2	7
CCc1nnc(NC(=O)CSc2nnc(-c3ccccc3OC)n2-c2ccccc2)s1	4	-2.7	-2	0.3	53	-1	8	-12	1	6
C/C(=N\OC(=O)c1ccc(Cl)cc1)c1nccs1	-4	-0.3	2	13	5	2	-4	-12	1	-3
COc1ccc(Cc2nc3ccc(C(=O)NCc4cc(C)no4)cc3o2)cc1	0	0.1	-3	-0.4	24	2	-7	5	0	2
Cc1ccc2nc(C)cc(C(=O)OCC(=O)c3ccc(Cl)c([N+](=O)[O-])c3)c2c1	-3	-1.3	4	-0.8	2	-2	-2	-9	3	-3
Cc1c(C=O)c(=O)n(-c2ccccc2)n1-c1ccccc1	2	0.4	6	-0.6	6	-11	-18	4	13	5

# Further records follow:
structure	DAGLB inh	CAL PDZ FP-1	RTF Ca sens inh	C-LANA FP	SR-BI DiI-HDL act	Keap1 Nrf2 FP	Rtt109 Vps75	PKA-R2B activ	CAL PDZ FP-2	cardiac RTF act
Cc1ccc(/C=C2/SC(=S)N(CCC(=O)N3CCN(C)CC3)C2=O)cc1	3	-1.2	1	-1.2	10	-3	-4	-10	0	0
CCOC(=O)Cc1csc(SCC(=O)NC(C)C23CC4CC(CC(C4)C2)C3)n1 (centres undefined)	-5	-0.7	-31	1.2	-19	-7	-1	-6	-2	0
CCc1ccc(NC(=O)CSc2nncn2-c2cccnc2)cc1	-1	-2.7	6	1.1	/	-1	0	-3	-5	1
CCOc1ccc(NC(=O)CN2CCCC2c2cccs2)cc1S(=O)(=O)N1CCCCC1 (centres undefined)	0	-1.1	2	-2.0	-44	-11	-2	-4	/	0
Cc1onc(-c2c(Cl)cccc2Cl)c1C(=O)NNc1ccccc1	-1	-0.1	-3	-0.7	1	-5	5	-1	-1	-1
O=C(Nc1cc(C(F)(F)F)ccc1F)C1CCCCC1	-6	-3.5	-1	0.2	30	-3	-5	8	/	8
O=C(CCCCl)NC(=S)Nc1cc(C(F)(F)F)ccc1N1CCOCC1	-3	-2.8	-8	0.2	-47	-2	1	-12	-6	-1
Cc1cc(OCc2nn[nH]n2)c2c(-c3ccccc3)cc(=O)oc2c1	2	-1.0	-5	0.1	-8	-1	-1	-7	/	1
COc1cccc(C(=O)NC(=O)Nc2cc(C)on2)c1	2	-0.2	-4	8.8	-21	-4	-4	-6	-3	4
c1ccc(-n2nc3ccccc3n2)cc1	-3	-4.4	9	-0.2	26	2	-4	-25	0	-3

# Additional records
structure	DAGLB inh	CAL PDZ FP-1	RTF Ca sens inh	C-LANA FP	SR-BI DiI-HDL act	Keap1 Nrf2 FP	Rtt109 Vps75	PKA-R2B activ	CAL PDZ FP-2	cardiac RTF act
Cc1nn(C(=O)c2cccc([N+](=O)[O-])c2)c(C)c1Sc1ccccc1	2	-0.5	-8	-1.2	15	0	-12	-6	-3	1
COC(=O)c1sc(NC(=S)NC(=O)c2ccccc2)nc1C	-1	-0.8	-17	0.7	42	-6	-9	-6	-5	9
N#Cc1c2n(c3c(=S)nc[nH]c13)CCCCC2	-2	0.3	5	0.2	26	-2	1	-10	-4	2
NS(=O)(=O)c1ccc(CNC(=O)C(Cc2ccccc2)NS(=O)(=O)c2ccccc2F)cc1 (centres undefined)	2	0.5	-8	-0.6	27	-1	1	5	-1	1
O=C(Cn1nnc(-c2ccc(F)cc2)n1)N1CCCCC1	3	-0.5	1	-0.3	/	-5	-17	-3	1	0
CC(=O)c1c(C)[nH]c(C(=O)Nc2ccc(C)c(C)c2)c1C	0	-4.3	1	1.7	-40	-4	-2	2	-6	6
O=C(Nc1ccccc1C(=O)O)c1cccc(NC(=O)c2ccccc2Br)c1	4	-4.4	-6	4.1	-2	5	-4	9	/	5
CCOCCCn1c(=O)c(NC(=O)c2ccc(OCC)cc2)c2n(c1=S)CCCCC2	-2	-0.6	-2	-0.2	2	2	21	-2	-3	-2
CCOc1ccc(OC(=O)NC(c2ccccc2)C(Cl)(Cl)Cl)cc1 (centres undefined)	-3	/	-18	-1.0	6	0	-5	2	-1	9
Cc1cccc(-c2noc(CCCC(=O)NC3CCCCC3)n2)c1	-2	-1.7	1	-0.1	16	-4	-3	5	-1	3

# (cont.)
structure	DAGLB inh	CAL PDZ FP-1	RTF Ca sens inh	C-LANA FP	SR-BI DiI-HDL act	Keap1 Nrf2 FP	Rtt109 Vps75	PKA-R2B activ	CAL PDZ FP-2	cardiac RTF act
Cc1ccccc1CNC(=O)c1ccc2ccccc2n1	-7	-1.4	-10	-1.0	12	-1	-11	-7	76*	-2
O=C1CC(c2cccc(Cl)c2)C(n2cncn2)C(=O)C1C1NCCc2ccccc21 (centres undefined)	-1	-1.6	-6	1.5	15	2	1	3	0	-4
CC1(c2ccc3c(c2)OCCO3)NC(=O)N(CC(=O)Nc2ccccc2)C1=O (centres undefined)	2	-1.3	-3	-0.4	55	0	2	3	-5	-3
CCOC(=O)N1CCN(C(=O)c2cn(C)c(=O)c3c2c2ccccc2n3C)CC1	0	-0.7	-6	-0.1	12	-8	-11	-4	2	-2
O=C(CCNS(=O)(=O)c1cccs1)NCc1ccccc1	2	-1.1	-1	1.0	-1	3	6	4	0	5
Cc1ccc(-c2cc(C(=O)N/N=C/c3ccc(F)cc3)n[nH]2)o1	-3	-5.1	-11	-0.4	2	-3	4	2	-16	-2
CNc1csc(C)c(C)c1=O	-1	-1.1	-9	-0.5	31	-2	13	-3	-3	1
CCOC(=O)C(NC(=O)c1ccccc1)(Nc1nnc(C)s1)C(F)(F)F (centres undefined)	-3	-0.6	-2	-1.1	26	0	5	-6	0	2
Cc1ccc(S(=O)(=O)Nc2ccc3c(c2)CCC3)cc1C	-2	0.0	3	-1.5	-6	5	2	-3	-7	-9
COC(=O)c1cc(C#N)c(NCc2ccccc2)nc1C	-6	0.3	-7	-0.4	11	3	0	-13	-3	-1

# Carrying on.
structure	DAGLB inh	CAL PDZ FP-1	RTF Ca sens inh	C-LANA FP	SR-BI DiI-HDL act	Keap1 Nrf2 FP	Rtt109 Vps75	PKA-R2B activ	CAL PDZ FP-2	cardiac RTF act
COCCN1C(=O)N(c2ccccc2)C(=O)C1CC(=O)Nc1cc(OC)cc(OC)c1 (centres undefined)	-5	0.0	-7	0.8	14	7	5	-3	/	9
COc1ccccc1CN1CC(C(=O)N2CCCCO2)CCC1=O (centres undefined)	-1	-3.6	1	0.6	5	2	6	0	-1	9
CN1CCN(c2ccc(NC(=O)c3ccc(C#N)cc3F)cc2Cl)CC1	-2	-2.2	-5	0.0	-2	-6	-5	-3	-3	2
CC(c1ccccc1)C1CC(=O)N(c2ccc([N+](=O)[O-])cc2)C1=O (centres undefined)	0	-0.5	-10	-1.1	3	-1	3	3	-7	-1
CC1CCC(C(C)C)C(OCC(O)CNC(C)(C)C)C1 (centres undefined)	-3	-0.4	5	-1.2	7	-4	/	-13	80*	1
N#Cc1cnc(N)c(Br)c1	-1	0.0	-1	0.9	13	0	-5	-7	/	3
COc1cccc(CN2CCNC(=O)C2CC(=O)N(C)Cc2cnccn2)c1OC (centres undefined)	3	-0.5	-11	0.4	30	-2	-14	0	3	20
CCC(=O)N1CCCc2cc(S(=O)(=O)N3CCC(N4CCCCC4)CC3)ccc21	2	-2.8	-8	-0.9	7	-5	3	-4	-1	-3
CCCCCC(=O)Nc1cccc(-c2nc3ncccc3o2)c1	-3	-2.8	-2	-1.0	6	3	17	-4	-1	9
O=[N+]([O-])c1ccc(O)c(CSc2nnnn2-c2ccccc2)c1	0	-1.2	-1	1.7	27	1	9	-11	/	-4

# The list continues.
structure	DAGLB inh	CAL PDZ FP-1	RTF Ca sens inh	C-LANA FP	SR-BI DiI-HDL act	Keap1 Nrf2 FP	Rtt109 Vps75	PKA-R2B activ	CAL PDZ FP-2	cardiac RTF act
CC1CCCCC1NC(=O)c1ccc(S(=O)(=O)NCC2CCCO2)cc1 (centres undefined)	-1	-0.5	-12	-1.3	18	-1	5	-6	8	0
N#CCCN(Cc1cccnc1)C(=S)NC1CC2C=CC1C2 (centres undefined)	-3	-0.6	-1	-1.3	11	-1	-7	-5	-3	0
CCOc1nc(C)ccc1-c1noc(-c2ccncc2)n1	-5	-0.3	-2	-0.9	-7	-1	6	-3	0	1
Cc1ccc(OCC(=O)O/N=C(\N)Cc2ccc(Cl)cc2)cc1	-26	0.5	-8	2.8	24	5	-11	-12	1	-4
CCCCN1CCC(COC(=O)c2cc(Cl)c(N)c3c2OCCO3)CC1	0	0.1	-4	0.0	6	2	-3	5	8	-8

# Grouped by structure, the entries above with fluorine (seven)
structure	DAGLB inh	CAL PDZ FP-1	RTF Ca sens inh	C-LANA FP	SR-BI DiI-HDL act	Keap1 Nrf2 FP	Rtt109 Vps75	PKA-R2B activ	CAL PDZ FP-2	cardiac RTF act
O=C(Nc1cc(C(F)(F)F)ccc1F)C1CCCCC1	-6	-3.5	-1	0.2	30	-3	-5	8	/	8
O=C(CCCCl)NC(=S)Nc1cc(C(F)(F)F)ccc1N1CCOCC1	-3	-2.8	-8	0.2	-47	-2	1	-12	-6	-1
NS(=O)(=O)c1ccc(CNC(=O)C(Cc2ccccc2)NS(=O)(=O)c2ccccc2F)cc1 (centres undefined)	2	0.5	-8	-0.6	27	-1	1	5	-1	1
O=C(Cn1nnc(-c2ccc(F)cc2)n1)N1CCCCC1	3	-0.5	1	-0.3	/	-5	-17	-3	1	0
Cc1ccc(-c2cc(C(=O)N/N=C/c3ccc(F)cc3)n[nH]2)o1	-3	-5.1	-11	-0.4	2	-3	4	2	-16	-2
CCOC(=O)C(NC(=O)c1ccccc1)(Nc1nnc(C)s1)C(F)(F)F (centres undefined)	-3	-0.6	-2	-1.1	26	0	5	-6	0	2
CN1CCN(c2ccc(NC(=O)c3ccc(C#N)cc3F)cc2Cl)CC1	-2	-2.2	-5	0.0	-2	-6	-5	-3	-3	2
